Screening data as filed in PubChem.
MCF10A rerep: DNA re-replication induction in MCF 10a cells | Potency, µM (doses to about 46.1 µM), without a hit: at the top dose activity, positive = re-replication, hits mostly activators | 2.9% of 350,000 active | MCF 10A DNA re-replication, Hoechst nuclear intensity, 48 h; further: potency means the concentration at half of the fitted maximal effect; % of control where 0% means no effect; nearly all actives have a fitted effect of over 50% in size
SW480 rerep: induces DNA re-replication in SW480 colon adenocarcinoma cells; SW480 DNA re-replication, Hoechst DNA content imaging, 48 h; Potency, µM (doses to about 46.1 µM), for the others: at the highest dose re-replication activation, actives largely listed as activators; 1.8% of 340,000 active; further: potency means the concentration at half of the fitted maximal effect; % of control where 0% means no effect; nearly all actives have a fitted effect of over 55% in size
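Readout is total intensity of Hoechst-stained nuclei, excited at 405 nm and collected at 500-530 nm. Compound treatment lasted 48 hr at 37 C in 5% CO2 before staining.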
HT1080 IDH1KD tx: HT-1080 IDH1 knockdown cell toxicity (counter line). HT-1080 IDH1 knockdown viability, ATP luminescence, 48 h. Potency, µM (titrated, usually from 46.1 µM), without a hit: top-dose activity, negative = toxicity, hits mostly cytotoxic. 2% of 360,000 active;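 further: potency means the concentration at half of the fitted maximal effect; 0% = DMSO wells and -100% = cell-free medium wells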
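In this qHTS, HT-1080 cells depleted of IDH1 are exposed for 48 h at 37 °C to compound titrations. Toxicity is scored from CellTiter-Glo luminescence, with DMSO as full viability and medium alone as none.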
KB-V1 cytotox: kills drug-selected multidrug resistant KB-V1 cells | 3.4% of 400,000 active | Potency, µM (doses to about 46.1 µM), inactives show at the top dose activity change, negative = cytotoxicity, usual class: cytotoxic | KB-V1 MDR cells viability, CellTiter-Glo, 72 h; further: potency means the concentration at half of the fitted maximal effect; on the % scale 0 is the no-effect control and ±100 the full control effect; nearly all actives have a fitted effect of over 60% in size
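Cells of the MDR subline KB-V1 are plated, dosed with compound at multiple concentrations, and incubated 72 h at 37 degrees C; CellTiter-Glo is then added and luminescence read after 10 min.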
IL-1B inflam inh: inflammasome signaling inhibition, IL-1 beta readout; THP-1 LPS/ATP IL-1B secretion, AlphaLISA, 16 h; hits give low values; activity change, % at 57.5 µM; 4.7% of 360,000 active; in the data active means activity change below about -50%; inconclusive means mostly about -30% to -49%; further: on the % scale 0 is the no-effect control and ±100 the full control effect
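Secreted IL-1B measured by AlphaLISA bead assay after 16 h compound exposure of THP-1 cells; compounds (final up to 57.5 uM) added 1 h before LPS (250 ng/mL) and ATP (1.25 mM) stimulation; lower signal means less secretion.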
HT1080-NT tox: kills 2HG-producing HT-1080-NT fibrosarcoma cells; HT-1080-NT fibrosarcoma viability, CellTiter-Glo ATP luminescence, 48 h; Potency, µM (doses to about 46.1 µM), for the others: at the top dose activity, negative = less viability, most hits filed as cytotoxic; 1.6% of 360,000 active; AID 686970;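 further: NT is the 2HG producing partner of a matched IDH1 knockdown line; potency means the concentration at half of the fitted maximal effect; 0% = DMSO-treated cells and -100% = media-only wells without cells; nearly all actives have a fitted effect of over 55% in size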
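Toxicity toward the 2HG-producing NT line was scored as %Activity, normalised to DMSO and no-cell wells, from CellTiter-Glo luminescence after 48 hours' treatment.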
KB-3-1 cytotox: kills parental KB-3-1 adenocarcinoma cells; KB-3-1 viability, CellTiter-Glo ATP luminescence, 72 h; Potency, µM (top dose mostly 46.1 µM), for the others: top-dose activity change, negative = cytotoxic, hits mostly cytotoxic; 1.4% of 400,000 active; further: potency means the concentration at half of the fitted maximal effect; on the % scale 0 is the no-effect control and ±100 the full control effect; nearly all actives have a fitted effect of over 60% in size
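Cells are dispensed, compounds pinned in, plates held at 37 °C for 72 h, then CellTiter-Glo is added and luminescence read after 10 minutes. Cell line: parental KB-3-1 in phenol-red-free DMEM, 10% FBS.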
HEK293 tox: cytotoxicity in counter-screen for GLP-1R inverse agonists; HEK293 cAMP-luciferase reporter cells, luminescence, 24 h; Potency, µM (highest dose often 38.3 µM), for the others: at the top dose activity change, negative = inhibition, hits mostly inhibitors; 0.13% of 410,000 active; AID 624418;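 further: loss of luciferase light is scored as toxicity; potency means the concentration at half of the fitted maximal effect; on the % scale 0 is the no-effect control and ±100 the full control effect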
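Seeding density was 200 cells/uL; after overnight-length (12 h) culture, 23 nL compounds went on for 24 h at 37 °C. Readout used a luciferase detection reagent, luminescence taken after 12 min at room temperature.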
D3 ag: D3 dopamine receptor (human) agonism; P35462; D3R DiscoveRx beta-arrestin cells, luminescence, 90 min; max activation, %; 0.58% of 410,000 active; AID 652048; in the data active means max activation above about 30%; further: 0% is about no effect; mostly tested at two doses, the higher about 12 µM
Target sequence (P35462 whole entry, looked up): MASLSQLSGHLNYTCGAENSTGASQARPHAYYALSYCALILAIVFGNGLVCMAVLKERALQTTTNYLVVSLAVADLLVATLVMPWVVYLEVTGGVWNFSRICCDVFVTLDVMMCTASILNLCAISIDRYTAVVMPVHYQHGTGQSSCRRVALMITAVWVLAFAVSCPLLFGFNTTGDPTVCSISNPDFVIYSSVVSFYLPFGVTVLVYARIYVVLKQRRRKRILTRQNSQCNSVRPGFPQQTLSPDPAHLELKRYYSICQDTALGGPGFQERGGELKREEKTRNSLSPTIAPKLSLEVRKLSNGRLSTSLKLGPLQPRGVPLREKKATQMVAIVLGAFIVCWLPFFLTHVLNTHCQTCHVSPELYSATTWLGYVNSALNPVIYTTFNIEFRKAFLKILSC
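Cells at 1500/well, incubated overnight, then treated with pinned compounds (dopamine as control) for 90 min at 37 degrees C. DiscoveRx reagent added for 30 - 60 minutes at room temperature; luminescence read.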
Numbers without * were called inactive; ? = inconclusive; / = not tested or not shown; [ ] = remark or other dose. Unless noted, the call rests on the fitted dose curve; in most records, active means well fitted curve in the direction sought with a large enough effect; inconclusive means small, poorly fitted or top-dose-only effect, or another doubt; inactive means no such curve, though single readings can be large; an effect the other way counts as inactive or inconclusive.

[1] CC1CCN(CC(=O)N2c3ccccc3CC2C)CC1 (stereo unspecified)
[2] CC(C)N1CCN(Cc2cccc3nonc23)CC1CCO (stereo unspecified)
[3] COc1ccc(-c2cn3nc(SCC(=O)Nc4cccc(C)c4C)ccc3n2)cc1
[4] Cc1cccc(NC(=S)NC23CN4CN(CN(C4)C2)C3)c1C
[5] N#CC1=C(O)CCCn2c1nc1ccccc1c2=O
[6] CCCCCCn1c(N2CCC(C(N)=O)CC2)nc2c1c(=O)[nH]c(=O)n2C
[7] Cc1ccc(OCC2Cn3c(nc4c3c(=O)[nH]c(=O)n4C)O2)cc1C (stereo unspecified)
[8] CCC(C)(C)NC(=O)C(OC(=O)c1cc2sccc2n1C)c1ccc(OC)cc1 (stereo unspecified)
assay / entry,1,2,3,4,5,6,7,8
MCF10A rerep,-0.7%,26.6%,/,6.4%,4.5%,2.8%,11.4%,-4.3%
SW480 rerep,-2.4%,-11.2%,/,-5.7%,-4.0%,-8.1%,?,-4.7%
HT1080 IDH1KD tx,16.5%,1.4%,/,5.2%,0.0%,9.5%,-11.5%,15.1%
KB-V1 cytotox,-20.5%,16.1%,?,-5.7%,7.8%,17.2%,-18.5%,-4.0%
IL-1B inflam inh,-8.0,3.8,/,5.5,13.3,22.8,26.9,0.0
HT1080-NT tox,8.4%,6.8%,/,8.0%,-0.3%,3.0%,0.9%,7.0%
KB-3-1 cytotox,-5.6%,1.1%,-4.0%,19.0%,5.7%,11.3%,-17.6%,2.3%
HEK293 tox,0.2%[7.66 µM],12.3%,-0.4%,-6.5%,-4.1%,-7.5%,5.2%,6.8%
D3 ag,-7.5,-0.5,2.7,-1.0,16.6,0.2,5.2,-7.1

[9] CCOC(=O)c1c(NC(=O)c2cccs2)sc(CC)c1-c1cccs1
[10] O=C(Nc1cccc(C(F)(F)F)c1)c1cccnn1
[11] CCOC(=O)c1sc2cc([N+](=O)[O-])cc(SCC(C)C)c2c1N
[12] O=C(N=C1SCC(=O)N1c1ccccc1Cl)c1ccccc1
[13] CC(C)(C)C1=Nn2c(nnc2-c2ccco2)SC1
[14] CC(=O)N(Cc1cccnc1)c1cccc(-c2nc3ccccc3s2)c1
[15] N#Cc1nnn2c1nc(N)c1c(Cl)cccc12
[16] Cc1cc(C)c2c(CC(=O)Nc3nnc(CC(C)C)s3)coc2c1
assay / entry,9,10,11,12,13,14,15,16
MCF10A rerep,?,-0.3%,?,-0.3%,-1.8%,7.4%,/,/
SW480 rerep,12.4%,2.1%,-7.2%,-54.4%[inhibitor],-3.7%,-4.1%,/,/
HT1080 IDH1KD tx,?,4.1%,0.9%,8.8%,-7.2%,-20.6%,23.2%,/
KB-V1 cytotox,18.4µM*,0.0%,?,6.6%,-10.4%,-17.2%,0.581µM*,-4.2%
IL-1B inflam inh,-11.0,-4.5,-1.6,0.0,0.0,-61.7*,18.3,/
HT1080-NT tox,-7.7%,15.0%,12.0%,10.3%,-11.6%,-29.4%,19.0%,/
KB-3-1 cytotox,-0.1%,1.4%,2.3%,-6.0%,1.7%,?,1.3µM*,0.8%
HEK293 tox,-10.4%,-10.0%,4.9%,2.8%,-8.9%,2.1%,3.4%,-0.6%
D3 ag,61.6*,-5.7,15.2,8.1,-5.7,2.4,1.3,2.3

[17] CC(=O)Nc1ccc(NC(=O)c2c(-c3ccccc3)noc2C)cc1
[18] Cc1nn(Cc2ccccc2)c(N)c1C#N
[19] Cc1cc(=O)c2c(o1)C(=O)c1occc1C2=O
[20] O=C(CN1CCN(C(=O)C2CCN(C(=O)/C=C/c3ccccc3)CC2)CC1)Nc1ccc(F)cc1
[21] CCCCNC(=O)C(NC(=O)c1cccnc1)C(=O)c1ccccc1 (stereo unspecified)
[22] CC(C)[C@H](NC(=O)OCc1ccccc1)C(=O)OCc1ccccc1
[23] Cc1cc(C)n2nc(C(=O)OCC(=O)N(CCC#N)c3ccc(F)cc3)nc2n1
[24] CCN(CCO)Cc1csc2ccccc12
assay / entry,17,18,19,20,21,22,23,24
MCF10A rerep,/,0.4%,?,5.9%,/,-1.6%,-2.2%,12.3%
SW480 rerep,/,-1.3%,?,1.8%,/,-16.9%,-39.9%[inhibitor],-1.2%
HT1080 IDH1KD tx,/,0.6%,-2.4%,-2.0%,19.0%,8.3%,1.3%,7.2%
KB-V1 cytotox,9.7%,4.3%,4.4%,?,26.6%,-2.7%,25.8%,?
IL-1B inflam inh,/,3.9,0.0,-83.4*,10.8,2.6,-2.5,5.0
HT1080-NT tox,/,-1.0%,-0.7%,5.2%,15.2%,0.0%,-1.9%,5.1%
KB-3-1 cytotox,-2.6%,9.4%,10.0%,-31.5%,0.1%,2.6%,-1.7%,3.4%
HEK293 tox,-15.3%,9.5%,-30.4%,-2.8%,-1.4%,-11.1%,13.3%,3.9%
D3 ag,2.1,-12.6,-9.5,5.6,4.3,2.3,-15.6,6.8

[25] O=C(NC1CCCC1)c1ccc(CSc2nc3ccncc3n2Cc2ccccc2F)cc1
[26] CC(C)(C)C(=O)[C@@H]1[C@@H]2C(=O)N(c3ccc4c(c3)OCCO4)C(=O)[C@@H]2C2c3ccccc3C=CN21 (stereo partly specified)
[27] COc1cccc(-c2cnc(C(O)c3ccc(Cl)c(F)c3)[nH]2)c1 (stereo unspecified)
[28] CCCC(=O)Nc1ccc(NC(=O)CCc2ccccc2)cn1
[29] Cc1c(NC(=O)C2(c3ccccc3)CCOCC2)c(=O)n(-c2ccccc2)n1C
[30] CCCCNC(=S)NNC(=O)c1cccnc1
[31] CCCCSC(=O)Nc1ccccc1
[32] CC(OC(=O)Cc1coc2ccc3ccccc3c12)C(=O)Nc1ncc(Cl)cc1Cl (stereo unspecified)
assay / entry,25,26,27,28,29,30,31,32
MCF10A rerep,/,5.8%,/,-40.8%[inhibitor],15.5%,1.2%,-24.7%,4.7%
SW480 rerep,/,6.0%,/,?,-3.2%,-0.1%,-5.5%,-3.3%
HT1080 IDH1KD tx,/,2.2%,-15.2%,-6.9%,1.1%,7.9%,-1.5%,-10.2%
KB-V1 cytotox,9.3%,10.4%,-7.2%,1.1%,-18.3%,?,3.3%,-5.3%
IL-1B inflam inh,/,-5.2,1.3,16.0,15.6,24.0,-7.0,19.9
HT1080-NT tox,/,-1.0%,-13.1%,2.1%,-1.0%,11.8%,-1.5%,-3.0%
KB-3-1 cytotox,-3.8%,-6.1%,-0.1%,14.3%,-3.6%,8.4%,23.5%,-2.7%
HEK293 tox,1.2%,-14.5%,1.4%,13.9%,17.2%,-5.5%,-3.6%,-6.8%
D3 ag,-5.6,-19.7,-15.8,5.7,-1.1,-4.2,-2.1,1.2

[33] C[C@@H]1CN([C@@H](C)CO)S(=O)(=O)c2ccc(C#CC(C)(C)O)cc2O[C@H]1CN(C)C(=O)C1CCCCC1
[34] CN1C(=O)CC2(CC(=O)N(Cc3ccccc3)C2)C1=O (stereo unspecified)
[35] CC(=O)Nc1ccc(S(=O)(=O)NNC(=O)COc2ccc(C(C)(C)C)cc2)cc1
[36] COc1cc(/C=N/Nc2nc(=O)[nH]nc2C)cc([N+](=O)[O-])c1O
[37] CCc1ccccc1NC(=O)c1cc2c(Cl)nc3ccccc3c2s1
[38] CC(NCCc1ccc(O)cc1)C(O)c1ccc(O)cc1 (stereo unspecified)
[39] CNC(=S)NNC(=O)c1cccs1
[40] COC(=O)c1cnn(-c2nc3c(C)cccc3s2)c1C
assay / entry,33,34,35,36,37,38,39,40
MCF10A rerep,/,-3.1%,-1.8%,-0.8%,/,2.6%,15.0%,-3.1%
SW480 rerep,/,-8.6%,-2.4%,-27.9%,/,-107.7%,?,-4.5%
HT1080 IDH1KD tx,9.5%,6.8%,-2.0%,-0.6%,/,9.9%,16.4%,-2.8%
KB-V1 cytotox,-11.0%,7.8%,8.2%,?,-9.1%,12.4%,0.8%,9.6%
IL-1B inflam inh,-29.9,6.9,2.8,17.7,/,0.0,-5.3,30.7
HT1080-NT tox,1.9%,6.6%,-0.3%,4.3%,/,-2.1%,5.2%,-8.2%
KB-3-1 cytotox,11.0%,7.3%,-3.7%,0.6%,-8.3%,0.0%,2.5%,-4.0%
HEK293 tox,-4.0%,-8.0%,-7.0%,-10.7%,-4.9%,-2.0%,-16.4%,25.1%
D3 ag,10.5,0.3,2.1,-9.7,8.5,-23.4,3.3,4.7

[41] Cc1cc(C)cc(C(=O)Nc2nnc(SCC(=O)NCC3CCCO3)s2)c1 (stereo unspecified)
[42] CCc1nc2ccc(C(=O)Nc3nnc(C)s3)cc2nc1CC
[43] CCOC(=O)CSc1nnc(Cc2ccccc2)n1Cc1ccco1
[44] COc1ccc(C(=O)NCC(=O)N/N=C/c2ccc([N+](=O)[O-])s2)cc1OC
assay / entry,41,42,43,44
MCF10A rerep,?,0.4%,?,6.5%
SW480 rerep,3.4%,-1.9%,-4.9%,?
HT1080 IDH1KD tx,-7.9%,25.9%,-3.7%,-12.4%
KB-V1 cytotox,/,-9.9%,-6.6%,?
IL-1B inflam inh,5.2,0.6,18.6,74.8
HT1080-NT tox,-8.7%,2.4%,9.3%,-20.4%
KB-3-1 cytotox,/,-3.6%,18.9%,?
HEK293 tox,3.5%,-3.1%,7.2%,?
D3 ag,-12.0,-20.7,0.7,-3.8

Full records as entered above. Order of values: MCF10A rerep | SW480 rerep | HT1080 IDH1KD tx | KB-V1 cytotox | IL-1B inflam inh | HT1080-NT tox | KB-3-1 cytotox | HEK293 tox | D3 ag
Profile of Cc1cc(C)cc(C(=O)Nc2nnc(SCC(=O)NCC3CCCO3)s2)c1 (stereo unspecified) : ? | 3.4% | -7.9% | / | 5.2 | -8.7% | / | 3.5% | -12.0
Profile of CNC(=S)NNC(=O)c1cccs1 : 15.0% | ? | 16.4% | 0.8% | -5.3 | 5.2% | 2.5% | -16.4% | 3.3
Profile of CCc1ccccc1NC(=O)c1cc2c(Cl)nc3ccccc3c2s1 : / | / | / | -9.1% | / | / | -8.3% | -4.9% | 8.5
Profile of Cc1cc(=O)c2c(o1)C(=O)c1occc1C2=O : ? | ? | -2.4% | 4.4% | 0.0 | -0.7% | 10.0% | -30.4% | -9.5
